Abeta yeast res = restores growth of yeast expressing A-beta42 peptide. hit rate 0.063% among 410,000. Potency, µM (series often up to 46.1 µM), for inactives: at the top dose growth rescue, hits mostly activators. yeast expressing A-beta42, growth rescue, OD600, 48 h; response scale: 0% DMSO, 100% iron-clioquinol control; note: potency is the fitted concentration of half-maximal effect; nearly all actives have a fitted effect of over 55% in size
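Yeast A-beta toxicity model in growth medium with pinned compounds, 48 h at 30 C; growth read as absorbance at 600 nm. Normalized to FeCl3/clioquinol equimolar mix (positive) and DMSO (negative).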
MmCpn inh = inhibitors of Methanococcus maripaludis chaperonin (MmCpn). purified Mm-Cpn ATPase, ADP Transcreener TR-FRET. Potency, µM (titrated, usually from 76.9 µM), for inactives: top-dose activity, negative = inhibition, most hits filed as inhibitors. hit rate 0.031% among 330,000. AID 504842; note: potency is the fitted concentration of half-maximal effect; % is set by controls: 0 for no effect and ±100 for the full control effect; nearly all actives have a fitted effect of over 80% in size
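Quantitative HTS used 25 nM Mm-CPN and 10 uM ATP in magnesium/KCl Tris buffer, pH 7.4, with 1 mM DTT. Hydrolysis ran 30 min at 37°C; ADP was read by HTRF.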
GLP-1R inv ag = GLP-1 receptor (human) inverse agonism | Potency, µM (highest dose often 38.3 µM), inactives show at the highest dose activity change, negative = inhibition, actives largely listed as inhibitors | AID 624417 | HEK293 GLP-1R CRE-luciferase, luminescence, 24 h; GLP-1R form is constitutively active | hit rate 1.6% among 410,000; note: potency is the fitted concentration of half-maximal effect; % is set by controls: 0 for no effect and ±100 for the full control effect; nearly all actives have a fitted effect of over 55% in size
Target sequence (P43220 whole entry, looked up): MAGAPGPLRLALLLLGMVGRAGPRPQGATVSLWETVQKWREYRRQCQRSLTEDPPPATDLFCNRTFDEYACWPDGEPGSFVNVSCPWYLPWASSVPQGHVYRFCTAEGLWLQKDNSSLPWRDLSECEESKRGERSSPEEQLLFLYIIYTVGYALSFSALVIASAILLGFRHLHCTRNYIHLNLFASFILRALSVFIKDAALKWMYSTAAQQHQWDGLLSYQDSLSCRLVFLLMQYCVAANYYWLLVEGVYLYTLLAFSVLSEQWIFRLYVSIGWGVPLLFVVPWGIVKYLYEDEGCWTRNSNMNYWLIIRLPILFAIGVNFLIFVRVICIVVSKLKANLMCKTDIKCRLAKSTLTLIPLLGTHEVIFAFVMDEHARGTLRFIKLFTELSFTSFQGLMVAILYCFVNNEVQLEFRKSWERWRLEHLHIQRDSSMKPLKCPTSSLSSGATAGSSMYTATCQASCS
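Inverse agonists were sought by their lowering of basal cAMP reporter luciferase output in HEK293 cells stably carrying constitutively active human GLP-1R, after 24 h compound treatment.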
PTHR1 ag = PTHR1 (human) receptor agonism; Q03431; hit rate 0.075% among 410,000; HEK293 GP2 PTHR1 cells, GloSensor cAMP luminescence, 1 h; Potency, µM (titrated, usually from 115 µM), inactives show at the top dose activation, most hits filed as activators; note: potency is the fitted concentration of half-maximal effect; nearly all actives have a fitted effect of over 55% in size; some results filed as inactive show a strong effect at the top dose; inactives centre near -15; many of its hits are not listed in these tables
Target sequence (Q03431 whole entry, looked up): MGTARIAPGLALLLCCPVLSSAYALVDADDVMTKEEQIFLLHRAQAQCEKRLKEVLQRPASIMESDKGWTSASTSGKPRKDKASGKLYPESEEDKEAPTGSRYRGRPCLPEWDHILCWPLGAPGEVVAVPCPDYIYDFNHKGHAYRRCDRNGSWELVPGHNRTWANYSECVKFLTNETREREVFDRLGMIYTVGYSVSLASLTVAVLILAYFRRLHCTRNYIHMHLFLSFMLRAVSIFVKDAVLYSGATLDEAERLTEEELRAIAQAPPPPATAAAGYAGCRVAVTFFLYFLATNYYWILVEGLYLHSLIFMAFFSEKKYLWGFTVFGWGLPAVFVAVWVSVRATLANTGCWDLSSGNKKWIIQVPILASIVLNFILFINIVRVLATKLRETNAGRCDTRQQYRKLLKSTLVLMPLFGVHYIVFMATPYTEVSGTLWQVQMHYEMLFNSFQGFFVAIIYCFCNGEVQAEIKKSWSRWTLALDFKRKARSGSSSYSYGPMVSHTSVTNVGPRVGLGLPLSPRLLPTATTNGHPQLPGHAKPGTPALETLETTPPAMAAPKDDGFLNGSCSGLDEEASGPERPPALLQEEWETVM
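HEK-293-derived GP2 cells expressing PTHR1 and a GloSensor cAMP reporter, 3,000/well, plated overnight, given luciferin plus IBMX (each 0.5 mM as added) for 1 h at 37 °C, then compound for 1 h at 37 °C. Luminescence was read after 15 min at room temperature.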
Akt phos inh = inhibitors of Akt phosphorylation. Neuro2A IGF-stimulated pAkt S473 HTRF, 20 min; active compounds read low. activity change, % for hits at 50 µM. hit rate 0.32% among 360,000; in the data active = activity change below about -80%; inconclusive = mostly about -51% to -80%; note: % is set by controls: 0 for no effect and ±100 for the full control effect
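Neuro2A cells (4,500/well, DMEM with 0.5% FBS) were treated with compound at a single 50 µM final concentration, stimulated with 6 nM IGF for 20 min at 37 °C, and lysed. Phospho-Akt Ser473 was read by HTRF as 665/615 ratio ×10^4.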
FUS yeast rescue = FUS proteinopathy suppression in yeast; S. cerevisiae FUS-expressing, growth rescue, OD600, 24 h; Potency, µM (series often up to 76.6 µM), for inactives: at the top dose growth rescue (activation), hits mostly activators; hit rate 0.24% among 390,000; AID 1347120;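 note: potency is the fitted concentration of half-maximal effect; plate controls were DMSO vehicle for no effect and reference control for full effect; nearly all actives have a fitted effect of over 55% in size; some results filed as inactive show a strong effect at the top dose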
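FUS-expressing yeast, raffinose-pregrown, induced in 2% galactose minimal medium at OD 0.005; compounds in a dilution series, 24hr at 30C. Growth restoration read as absorbance at 600 nm. CP55940 positive control, DMSO negative.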
GLP1R cytotox = cytotoxicity in counter-screen for GLP-1R inverse agonists; hit rate 0.13% among 410,000; Potency, µM (highest dose often 38.3 µM), for inactives: top-dose activity change, negative = inhibition, most hits filed as inhibitors; HEK293 cAMP-luciferase reporter cells, luminescence, 24 h;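 note: loss of luciferase light is scored as toxicity; potency is the fitted concentration of half-maximal effect; % is set by controls: 0 for no effect and ±100 for the full control effect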
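Luminescence readout: signal drop marks cytotoxicity. Plated cells grew 12 h at 37 °C, 5% CO2, received 23 nL compound for 24 h, then got luciferase reagent, read after 12 min at RT.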
aSyn rescue = inhibitors of alpha-synuclein toxicity in yeast; Yeast expressing alpha-synuclein, growth rescue, BacTiter-Glo, 24 h; Potency, µM (top dose mostly 46.1 µM), without a hit: at the top dose growth rescue (activation), hits mostly activators; hit rate 0.14% among 370,000; note: potency is the fitted concentration of half-maximal effect; % of control where 0% means no effect; nearly all actives have a fitted effect of over 65% in size
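Galactose-induced alpha-syn yeast (OD600=0.02, raffinose-pregrown) + pinned cpd, 24 hr, 30 deg C; growth by BacTiter-Glo luminescence. Growth restoration scores as activation.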
TDP-43 yeast inh = inhibitors of TDP-43 toxicity in yeast; Potency, µM (top dose mostly 46.1 µM), inactives show top-dose growth rescue (activation), hits mostly activators; hit rate 1.8% among 410,000; TDP-43 expressing yeast growth rescue, BacTiter-Glo, 24 h; note: potency is the fitted concentration of half-maximal effect; % of control where 0% means no effect; nearly all actives have a fitted effect of over 50% in size
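In this qHTS, compounds that restore growth of yeast expressing TDP-43 appear as activators. Cells (OD600=0.02, galactose medium, raffinose-pregrown) are incubated with compound 24 hr at 30 deg C and growth is quantified by BacTiter-Glo.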
Numbers without * were called inactive; i = inactive; ? = inconclusive; nt = no result given; & = joins results of further samples; [ ] = dose if it differs, or a comment. Unless noted, calls come from the whole dose curve; as a rule, active = well fitted curve in the direction sought with a large enough effect; inconclusive = small, poorly fitted or top-dose-only effect, or another doubt; inactive = no such curve, though single readings can be large; an effect the other way counts as inactive or inconclusive. Only part of the results is shown; rates above refer to the full screens.

SMILES	Abeta yeast res	MmCpn inh	GLP-1R inv ag	PTHR1 ag	Akt phos inh	FUS yeast rescue	GLP1R cytotox	aSyn rescue	TDP-43 yeast inh
COc1ccc(-c2nc3ccccc3n2Cc2ccc(C)cc2)cc1	?	nt	?	-13%	i	6%	-26%	10%	4%
CC(Oc1ccc(Cl)cc1Cl)C(=O)NNC(=O)c1ccncc1 (configuration not stated)	-7%	-1%	8%	21%	i	6%	6%	-6%	0%
Cc1c(N=C/C=C2\N(C)c3ccccc3C2(C)C)c(=O)n(-c2ccccc2)n1C	4%	2%	?	-12%[57.5 µM]	i	-1%	2.2µM*	-6%	-6%
O=C(CN1CCN(Cc2ccc(Cl)cc2)CC1)N1CCc2ccccc21	-1%	-3%	-27%	i	i	10%	-4%	2%	2%
CCCCCOc1ccc(NS(C)(=O)=O)cc1	10%	-1%	-7%	-8%	i	nt	4%	-1%	27%
CCOC(=O)c1ccc(NC(=O)c2sc3nc4n(c(=O)c3c2C)CCC4)cc1	4%&-2%	-11%	2%&9%	-81%&-107%[inhibitor]	i	-14%&-17%	-2%&7%	-2%	-4%&8%
Cc1ccc(C(=O)NCc2ccco2)cc1	7%	3%	2%	-27%	i	-21%	2%	-2%	9%
COc1ccc2nc(/N=C(\N)NC(=O)N3c4ccccc4Sc4ccccc43)nc(C)c2c1	-5%	-1%	8%	i	i	nt	-2%	3%	13%
CCN1CCN(c2ccc(S(=O)(=O)N3CCOCC3)cc2NC(=O)c2cccc([N+](=O)[O-])c2)CC1	-3%	0%	6%	i	i	10%	-12%	5%	-10%
O=c1[nH]cnc2c([N+](=O)[O-])cccc12	-1%	1%	5%	-7%[57.5 µM]	i	6%	-1%	-10%	-10%
Cc1ccccc1CN1CCN(C(=O)[C@H]2O[C@@H](n3cnc4c(N)ncnc43)[C@H](O)[C@@H]2O)CC1	1%	nt	27%	i	i	0%	3%	4%	-2%
O=C(CCNC(=O)c1ccc(Cl)cc1)Nc1ccccc1N1CCCCC1	-3%	1%	?	i	i	19%	1%	13%	20%
CCOC(=O)c1c(NC(=O)OC)sc(C(=O)N(CC)CC)c1C	-1%	-2%	11%	-3%[57.5 µM]	i	19%	-13%	-1%	-7%
COCCCn1c(=O)/c(=C\c2ccccc2OC(F)F)s/c1=C(/C#N)C(N)=O	5%	-2%	?	i	i	-9%	-2%	-1%	-2%
O=C(Nc1ccc(O)cc1C(=O)O)c1ccc(NC(=O)c2ccco2)cc1	-18%	-3%	33%[activator]	-22%	i	4%	3%	-5%	-6%
Cc1cc(C(=O)COC(=O)c2ccccc2Br)c(C)n1CC1CCCO1 (configuration not stated)	-4%	-1%	?	-33%	i	?	-15%	14%	14%
COc1cc(CNCCNC(=O)c2nonc2N)ccc1OCc1ccc(Cl)cc1	23%	-1%	-9%[0.307 µM]	-18%	i	5%	-7%[0.307 µM]	-3%	-19%
Cc1ccc(S(=O)(=O)N(C)CCCC(=O)Nc2ccc(C)cc2C)cc1	-11%	0%	?	-9%	i	nt	-5%	2%	?
Cn1c(CNC(=O)c2ccco2)nnc1SCC(=O)Nc1ccc(Br)cc1F	0%	-1%	12%	i	i	nt	-8%	-1%	-17%
CC(=O)N1CCN(Cc2nc3cc(NC(=O)COc4ccccc4)ccc3n2C)CC1	-14%	-6%	2%	-21%	i	15%	-1%	-1%	13%
O=C(NCc1nnnn1-c1ccc(F)c(F)c1)c1ccc(S(=O)(=O)N2CCOCC2)cc1	-5%	0%	-9%	i	i	6%	2%	-3%	20%
CC(=O)Nc1ccc(S(=O)(=O)Nc2ccc(Cl)cn2)cc1	5%	0%	25%	i	i	-4%	4%	1%	7%
CCN(c1ccccc1)S(=O)(=O)c1cc(C(=O)OC2CCOC2=O)ccc1C (configuration not stated)	-3%	0%	12%	-15%	i	30%	-5%	?	-13%
CCOc1ccc(NC(=S)NCc2ccco2)cc1	?	-5%	2%	i	i	-14%	2%	0%	1%
Cc1ccc(-c2ccc(CN3C(C)C(=O)N(Cc4cn(Cc5ccco5)nn4)CCS3(=O)=O)cc2)cc1 (configuration not stated)	-2%	nt	?	i	i	?	2%	?	?
O=C(Nc1ccc(Cl)cn1)c1cccc(S(=O)(=O)N2CCCCCC2)c1	-59%[inhibitor]	nt	?	-32%[inhibitor]	i	41%	5%	-11%	?
Cc1ccnc(SCCn2c(N(C)Cc3ccccc3)nc3c2c(=O)n(C)c(=O)n3C)n1	3%	nt	7%	-9%	i	-12%	4%	1%	?
COc1cccc(CNC(=O)CN2C(=O)N(c3c(C)cccc3C)S(=O)(=O)c3ccccc32)c1OC	4%	nt	-23%	-9%	nt	?	-11%	nt	7%
CCCN(C(=O)CSc1n[nH]c(-c2ccc(OC)cc2)n1)c1c(N)n(Cc2ccccc2)c(=O)[nH]c1=O	-3%	0%	-1%	-17%	i	-11%	-7%	1%	-10%
Cc1ccc(N(CC(O)COCc2ccco2)S(=O)(=O)c2ccc(C)cc2)cc1 (configuration not stated)	7%	0%	0%	-25%[57.5 µM]	i	35%	-17%	9%	-15%
CC1(C)Cc2c(c(N3CCOCC3)nc3sc(C#N)c(N)c23)CS1	6%	nt	3%	-4%	i	-3%	7%	1%	10%
CCOC(=O)C(C)Oc1cccc2c(=O)n(CC(=O)Nc3ccc4c(c3)OCCO4)ccc12 (configuration not stated)	2%	1%	14%	i	i	-5%	-3%	2%&0%	0%
CCc1ccc(NC(=O)Cn2nc(C(=O)O)c3ccccc3c2=O)cc1	-20%	-4%	-7%	26%	i	12%	-7%	-21%	-9%
COc1ccc2cc3cc(C(=O)NCc4ccccc4OC)oc3nc2c1	-1%	nt	8%	-49%[inhibitor]	nt	-21%	2%	nt	13%
CCNC(=O)COc1cc(C)c(Br)c(C)c1	-8%	1%	-1%	13%	i	25%	0%	-10%	6%
COc1ccc(Cn2c(=O)c3cccnc3n(CC(=O)Nc3ccc(C)c(F)c3)c2=O)cc1	-20%	nt	?	-96%[inhibitor]	nt	17%	4%	nt	-6%
Cc1cccc(C)c1-n1c(SCC(=O)Nc2ccc(C(=O)O)cc2)nnc1-c1cccc(S(=O)(=O)N(C)C)c1	-4%	2%	6%	-8%	i	-23%	-1%	5%	0%
CC(C)(C)NC(=O)C(c1ccc(O)cc1)N(Cc1ccc2c(c1)OCO2)C(=O)CCl (configuration not stated)	8%	nt	5%	i	i	-31%	0%	9%	20%
O=[N+]([O-])c1ccc(Cl)cc1N1CCCC1	-2%	-3%	-2%	-10%	i	-22%	-4%	?	6%
CC1(C)Cc2nc(N3CCCC3)c(C#N)cc2CO1	-22%	1%	39%[activator]	-12%	i	20%	10%	11%	-17%

Profiles, quoted from the list. Order of values: Abeta yeast res	MmCpn inh	GLP-1R inv ag	PTHR1 ag	Akt phos inh	FUS yeast rescue	GLP1R cytotox	aSyn rescue	TDP-43 yeast inh
Profile of Cc1ccnc(SCCn2c(N(C)Cc3ccccc3)nc3c2c(=O)n(C)c(=O)n3C)n1 → 3%	nt	7%	-9%	i	-12%	4%	1%	?
Profile of COc1cccc(CNC(=O)CN2C(=O)N(c3c(C)cccc3C)S(=O)(=O)c3ccccc32)c1OC → 4%	nt	-23%	-9%	nt	?	-11%	nt	7%

Next part:
SMILES	Abeta yeast res	MmCpn inh	GLP-1R inv ag	PTHR1 ag	Akt phos inh	FUS yeast rescue	GLP1R cytotox	aSyn rescue	TDP-43 yeast inh
CCCCN(CC)C(=O)Cc1c(C(=O)O)[nH]c2ccc(Cl)cc12	10%	1%	-24%	-3%	i	13%	13%	-1%	0%
COCCCNc1nc2ccccc2nc1NS(=O)(=O)c1ccc(C)c(C)c1	-8%	-8%	2%	-15%	i	28%	7%	9%	?
CCN(CC(=O)Nc1c(F)cccc1F)C(=O)c1cccc(S(=O)(=O)N2CCCc3ccccc32)c1	-2%	nt	?	-26%	i	21%	1%	10%	2%
CC(C)CNC(=O)C(=O)Nc1cc2c3c(c1)C(C)C(=O)N3CCC2 (configuration not stated)	nt	-5%	24%	i	i	13%	2%	0%	17%
C=CCn1c(-c2cccc(OCC)c2)n[nH]c1=S	?	-2%	4%	4%	i	8%	?	0%	-3%[0.397 µM]
CC(=O)CCCC(NS(=O)(=O)CCC(Cl)(Cl)Cl)c1ccccc1 (configuration not stated)	2%	2%	-1%	i	i	-13%	15%	-1%	13%
C=CCNC(=O)/C(=C\c1ccco1)NC(=O)c1ccco1	10%	1%	6%	i	i	-3%	1%	5%	3%
O=C(NCCN1CCC(n2c(=O)[nH]c3ccccc32)CC1)c1ccncc1	-15%	nt	4%	-45%[inhibitor]	i	-9%	-2%	-5%	2%
Cc1c(C(=O)NCC2COc3ccccc3O2)oc2ccc(S(=O)(=O)N3CCOCC3)cc12 (configuration not stated)	3%	-1%	?	-49%[inhibitor]	i	5%	-3%	1%	16%
COc1ccc(-n2nnc(C(=O)Nc3ccccc3F)c2N)cc1	-18%	nt	8%	-23%	nt	-13%	-1%	-9%	2%
COc1ccccc1CNC(=O)c1cnc2c(-c3ccccc3)c(C)nn2c1C	8%	nt	-5%	i	nt	28%	2%	nt	2%
Cc1cc(NC(=O)CSc2ncc(C(=O)Nc3ccc(C)c(C)c3)c(=O)n2C)no1	-3%	nt	4%	i	nt	-5%	8%	nt	0%
CCN(CC)CCOC(=O)c1cccc2c1-c1ccccc1C2O (configuration not stated)	-19%	0%	7%	i	i	1%	-2%	-1%	-17%
CCc1ccc(N(CC(=O)NCCc2ccccc2)C(=O)CCC(=O)Nc2ccccn2)cc1	0%	-1%	?	-21%	i	14%	-16%	0%	-15%
Fc1ccccc1-n1ncc2c1ncn1nc(Cc3ccccc3)nc21	-7%	nt	-13%	-22%	nt	-4%	0%	nt	10µM*
